From PubChem BioAssay
Tb hexokinase = blocks Trypanosoma brucei hexokinase 1 activity; inhibition, % at 10 µM; hit rate 0.11% among 220,000; AID 1430; recombinant TbHK1, G6PDH-coupled NADH A340;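 active means inhibition of 50% or more in the single-dose primary screen; inactive means inhibition below 50%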
BaF3 parental = counter-screen for JAK2V617F inhibitors: parental Ba/F3 viability inhibitors; AID 1486; CellTiter-Glo ATP luminescence; hit rate 1.1% among 220,000; inhibition, % at 5.6 µM;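 active means inhibition above a per-campaign cutoff, the mean inhibition of all tested compounds plus 3 SD, cut at about 27% in these data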;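 further: 0% = DMSO wells and 100% = JAK Inhibitor I control wells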
p97 inhibitor = blocks human p97 ATPase activity | P55072 | recombinant p97 ATPase, Kinase-Glo ATP luminescence, 3 h | inhibition, % at 8 µM | hit rate 0.42% among 220,000; in the data active means inhibition above about 15%;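 further: 0% = DMSO vehicle and 100% = wells lacking enzyme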
Target sequence (P55072 whole entry, looked up): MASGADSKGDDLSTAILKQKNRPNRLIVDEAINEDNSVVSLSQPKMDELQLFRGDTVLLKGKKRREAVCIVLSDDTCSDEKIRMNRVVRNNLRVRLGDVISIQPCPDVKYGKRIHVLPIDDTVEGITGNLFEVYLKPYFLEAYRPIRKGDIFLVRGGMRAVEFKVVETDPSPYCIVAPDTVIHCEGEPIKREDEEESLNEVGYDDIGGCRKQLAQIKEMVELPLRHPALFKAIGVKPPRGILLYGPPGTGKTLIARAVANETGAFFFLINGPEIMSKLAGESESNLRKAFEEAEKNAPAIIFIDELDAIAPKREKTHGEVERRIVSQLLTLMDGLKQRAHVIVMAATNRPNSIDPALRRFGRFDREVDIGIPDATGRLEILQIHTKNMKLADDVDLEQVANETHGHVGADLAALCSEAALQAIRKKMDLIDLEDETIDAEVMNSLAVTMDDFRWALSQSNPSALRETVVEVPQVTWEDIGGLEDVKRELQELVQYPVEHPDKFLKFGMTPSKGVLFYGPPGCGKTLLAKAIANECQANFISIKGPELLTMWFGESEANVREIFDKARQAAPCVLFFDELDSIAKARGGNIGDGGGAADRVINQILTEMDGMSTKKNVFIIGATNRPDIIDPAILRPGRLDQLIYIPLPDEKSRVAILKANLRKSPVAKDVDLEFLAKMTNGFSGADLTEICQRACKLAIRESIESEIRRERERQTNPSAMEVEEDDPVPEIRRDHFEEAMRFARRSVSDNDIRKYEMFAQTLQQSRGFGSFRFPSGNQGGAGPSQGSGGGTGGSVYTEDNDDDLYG
RBBP9 inhibitor = human RBBP9 hydrolase inhibition; O75884; AID 1515; hit rate 0.2% among 220,000; inhibition, % at 7.94 µM; recombinant RBBP9, FP-Rh probe fluorescence polarization;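 active means inhibition above the campaign mean of all tested compounds plus 3 SD, cut at about 14% in these data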;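 further: plate controls were DMSO wells with RBBP9 for no effect and wells lacking RBBP9 protein for full effect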
Target sequence (O75884 whole entry, looked up): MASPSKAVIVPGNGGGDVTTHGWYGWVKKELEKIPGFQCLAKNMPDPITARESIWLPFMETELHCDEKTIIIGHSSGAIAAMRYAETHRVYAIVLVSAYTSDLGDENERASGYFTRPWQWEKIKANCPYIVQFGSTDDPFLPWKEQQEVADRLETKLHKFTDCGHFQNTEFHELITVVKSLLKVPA
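System: RBBP9 protein / Buffer or medium: Tris/NaCl buffer pH 8.0 with 0.1% Pluronic / Probe or stimulus: Serine-hydrolase probe FP-Rh, 375 nM pre-mixing / Dosing: 7.94 µM single dose, 0.794% DMSO / Times: enzyme-compound preincubation 30 min, then probe labeling 45 min, 25 °C / Technique: fluorescence polarization (mP), excitation 525 nm, emission 598 nm / Replication: singlicate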
PGE2 EP2 inh = blocks the human prostaglandin E2 receptor EP2; AID 1422; C6 glioma cells expressing human EP2, cAMP TR-FRET; cells stimulated with saturating PGE2; hit rate 0.52% among 260,000; P43116; inhibition, % at 25 µM;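 active means percent inhibition above 40 after rounding to a whole number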;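 further: rat C6 glioma host cells with rolipram phosphodiesterase inhibitor present; the protocol text gives 20 µM as final concentration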
PPC-1+TRAIL kill = kills PPC-1 cancer cells in the presence of TRAIL | PPC-1 cells + TRAIL, ATPLite viability luminescence | cell killing (% activity), % at 4 µM | hit rate 0.41% among 220,000;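 active means cell killing above 50% in the first pass at 4 µM, then a duplicate retest at 5 µM averaging 50% or more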;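 further: plate controls were cells with TRAIL plus DMSO for no effect and medium-only wells lacking cells for full effect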
Furin inhibitor = human furin inhibition | P09958 | purified furin, fluorogenic substrate cleavage | inhibition, % at 30 µM | hit rate 0.061% among 220,000 | AID 463115; in the data active means inhibition above about 25%; further: inactives centre near -15
Ba/F3 V617F tox = lowers viability of Ba/F3 cells expressing EpoR and JAK2V617F | AID 1446 | inhibition, % at 5.6 µM | hit rate 1.1% among 220,000 | ATP luminescence;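 active means inhibition above the campaign mean plus 3 SD over all tested compounds, cut at about 24% in these data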;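 further: cytokine-independent growth of Ba/F3 cells driven by EpoR plus mutant JAK2; 0% = DMSO-treated cells and 100% = JAK inhibitor I control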
p47phox inh = inhibitors of human p47phox binding; p47phox/p22phox peptide binding, fluorescence polarization, 2 h; hit rate 0.53% among 220,000; P14598; AID 1274; inhibition, % at 24.7 µM;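 active means inhibition above about 30%, limit read from the data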;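 further: 0% = p47phox with labelled peptide and 100% = labelled peptide alone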
Active calls of the source: *; nt = no result given; [ ] = dose if it differs, or a comment. A portion of the library; rates above refer to the full screens.

#	Structure	RBBP9 inhibitor	p97 inhibitor	Ba/F3 V617F tox	Tb hexokinase	p47phox inh	PGE2 EP2 inh	BaF3 parental	Furin inhibitor	PPC-1+TRAIL kill
1	CCOc1ccc(N(CC(=O)Nc2ccccc2C(=O)NC(C)CC)S(C)(=O)=O)cc1 (stereo unspecified)	-7	0	1	25	1	13	8	3	7
2	O=C(CSc1n[nH]c(=O)[nH]c1=O)NC1CC1	-2	-4	1	7	-1	0	7	-15	-1
3	CC1(C)CNC(=O)CC(C)(C)N1	-6	0	0	-6	-1	11	2	-24	-6
4	O=C(CSc1nnc2ccccn12)NNC(=O)c1ccc([N+](=O)[O-])cc1	-6	6	-3	-19	-8	4	-6	-24	29
5	CCOC(=O)COc1c(OC)cc(Cl)cc1C1Nc2ccccc2C(=O)N1c1cccc(C)c1 (stereo unspecified)	-9	3	0	-5	-14	15	5	-22[20 µM]	23
6	COCCNC(=O)CSc1nc2ccccc2c(=O)n1CC1CCCO1 (stereo unspecified)	-6	3	-2	4	-7	4	3	-34	12
7	OCc1cn(-c2ccccc2)nc1-c1ccco1	5	-5	-1	-5	-12	17	8	-23[20 µM]	9
8	NNC(=O)c1cccc(COc2ccc3c(c2)CCC3)c1	-10	3	-4	5	8	3	3	-28	41
9	Nc1ccc(C(=O)NCC2(c3ccccc3)CCCC2)cc1	3	3	-1	2	8	6	5	-17	16
10	CCN1C(=O)c2ccc(-c3nc4ccccc4c(=O)o3)cc2C1=O	7	24*	-1	-7	5	5	-1	-22	-4
11	COc1ccc(Cl)cc1N(C)C(=O)CCNC(=O)Cn1cnc2ccccc2c1=O	2	2	0	2	-8	5	5	-25	7
12	CS(=O)(=O)c1ccc(Cl)c(NC(=O)Cc2ccccc2F)c1	2	-1	-1	-6	nt	7	3	-13	5

#	Structure	RBBP9 inhibitor	p97 inhibitor	Ba/F3 V617F tox	Tb hexokinase	p47phox inh	PGE2 EP2 inh	BaF3 parental	Furin inhibitor	PPC-1+TRAIL kill
13	O=C(Cc1csc(Nc2nc(=S)[nH]c3ccccc23)n1)NCc1cccc(Cl)c1	0	3	-2	-2	-39	nt	-2	-15[20 µM]	7
14	CC(C)Nc1nc(NC(C)(C)C)nc(Oc2ccc(=O)n(C)n2)n1	-7	-3	1	4	3	7	6	-12	nt
15	Cc1ccc2cc(CCNC(=O)c3cccc([N+](=O)[O-])c3)c(=O)[nH]c2c1C	-7	5	2	-7	1	6	6	-9	14
16	O=C(Nc1ccon1)c1ccc(OC2CCCC2)cc1	-7	-5	3	5	1	7	2	-5	20
17	Nc1nc2n(n1)C(c1c(F)cccc1Cl)CC(c1ccc(F)cc1)N2 (stereo unspecified)	2	1	2	-7	-7	2	4	-14	nt
18	CC(C)=CCC/C(C)=C/CN(CC(C)O)CC(C)O (stereo unspecified)	-3	-5	0	-4	-7	8	-1	-61[20 µM]	17
19	CC(C)(CO)NS(=O)(=O)c1ccc2c(c1)oc(=O)c1cc(S(=O)(=O)NC(C)(C)CO)ccc12	-10	7	-1	-2	-22	11	0	-20[20 µM]	-7
20	CCCC(=O)Nc1ccc(C(=O)Nc2ccc([N+](=O)[O-])cc2OC)cc1	-6	-5	0	-2	1	10	3	-18	34
21	COCc1[nH]nc2c1C(c1sccc1C)C(C#N)=C(N)O2 (stereo unspecified)	3	3	-5	-14	-6	nt	-2	-14	3
22	CCOC(=O)COc1ccccc1/C=C1\NC(=O)NC1=O	-1	-3	3	-18	-4	5	8	-15	nt
23	N#Cc1nc(COc2ccccc2F)oc1NCc1ccc(F)cc1	-11	-1	-1	5	-23	12	3	-20	4
24	Cc1c(-c2nc(-c3cccnc3)no2)cccc1[N+](=O)[O-]	-1	2	1	-4	-3	-3	5	-25	20

#	Structure	RBBP9 inhibitor	p97 inhibitor	Ba/F3 V617F tox	Tb hexokinase	p47phox inh	PGE2 EP2 inh	BaF3 parental	Furin inhibitor	PPC-1+TRAIL kill
25	Cc1cc(=O)n2ccsc2n1	-12	4	-1	-1	1	9	3	-5	-1
26	CCOC(=O)C(Cc1ccc(O)cc1)NC(=O)CNC(=O)C(CC(C)C)NC(=O)OC(C)(C)C (stereo unspecified)	-13	-7	3	33	-2	6	1	-1	14
27	O=C(NCCCn1ccnc1)C(=O)NCC1OCCN1S(=O)(=O)c1ccc(Br)cc1 (stereo unspecified)	1	3	2	-3	7	13	9	-32	-1
28	CC(C)CNC(=O)CSc1nnc(-c2cccc(S(=O)(=O)N3CCCCC3)c2)o1	-1	0	-3	1	-8	11	0	-13[20 µM]	26
29	COc1cccc(Oc2cn[nH]c2-c2ccc(OC)cc2O)c1	-5	-1	2	7	-11	9	3	-11	8
30	CC(=O)c1cc2c(cc1N)OCO2	-3	2	-1	18	-2	3	3	-3	10
31	CC(C)Cc1nc2oc3c(NCCCN4CCOCC4)ncnc3c2c2c1CCC2	-3	3	0	-7	-8	6	2	-20[20 µM]	18
32	COc1cc(OC)cc(-c2cc3nc(C)c(CCC(=O)O)c(C)n3n2)c1	0	-2	-2	-3	-10	7	4	-7	-8
33	C=CCn1c(SCc2nc3ccccc3c(=O)[nH]2)nnc1-c1cc2cc(Cl)ccc2o1	-1	-3	-3	-19	-4	26	1	-29[20 µM]	27
34	CCOC(=O)c1c(NC(=O)c2c(Br)cnn2CC)sc(C)c1C	12	4	-3	-6	-17	14	2	-6[20 µM]	-12
35	CCCn1nnc(NC(=O)c2ccc3ccccc3c2)n1	-4	-2	4	7	-6	9	4	-12	17
36	COc1cc(/C=N/Nc2nncn2/N=C/c2ccc(O)c(OC)c2)ccc1O	2	-23	3	-26	-41	5	6	0	83*[5 µM]

#	Structure	RBBP9 inhibitor	p97 inhibitor	Ba/F3 V617F tox	Tb hexokinase	p47phox inh	PGE2 EP2 inh	BaF3 parental	Furin inhibitor	PPC-1+TRAIL kill
37	Cc1cc(-c2nn(-c3ccccc3F)cc2CN2CCN(c3ccncc3)CC2)c(C)s1	-8	0	-1	-4	3	7	1	-22	22
38	Cc1ccc(/C=C/C(=O)OCc2nc(N)nc(Nc3ccccc3C)n2)o1	-10	4	0	-20	-9	13	3	-17	-5
39	COc1ccc(NCc2nnc(SCC(=O)Nc3cccc(C)c3)o2)cc1	-4	2	-3	-2	-13	13	2	-32	9
40	CN(C)S(=O)(=O)c1cccc(C(=O)Nc2ccccc2Cl)c1	12	0	0	-8	-6	7	4	-19[20 µM]	7
41	O=C(NCCCN1CCOCC1)C(C(=O)c1ccccc1)n1ccccc1=O (stereo unspecified)	-4	-1	-1	-8	-9	7	2	-16	2
42	CC(C)N1C/C(=C/c2cccnc2)C(=O)/C(=C/c2cccnc2)C1	-3	-8	3	-22	0	10	4	-14	9
43	NS(=O)(=O)c1ccc(CCN=C(NS(=O)(=O)c2cccs2)c2ccccc2)cc1	-3	0	1	2	-9	5	5	-32	0
44	N/C(=N\OC(=O)/C=C/c1ccccc1Cl)c1cccnc1	-9	3	-3	-20	4	8	-2	-12	5
45	N#Cc1ccc(-c2ccc(F)cc2)nc1Oc1ccc(Cl)c(Cl)c1	-7	-1	-2	1	9	4	5	-20[20 µM]	20
46	CCOC(=O)c1ccc(N2C(=O)CC(N3CC(C)OC(C)C3)C2=O)cc1 (stereo unspecified)	2	-2	0	-1	-6	9	3	-14[20 µM]	21
47	CC(NC(=O)CC(O)(C(F)(F)F)C(F)(F)F)c1ccccc1 (stereo unspecified)	-4	-1	-1	8	-6	-7	0	-12[20 µM]	-5
48	O=C(Nc1cccc(S(=O)(=O)Nc2ccc(Cl)cc2)c1)c1ccc(Cl)nc1	-15	6	41*	-2	-24	5	52*	-14	1

#	Structure	RBBP9 inhibitor	p97 inhibitor	Ba/F3 V617F tox	Tb hexokinase	p47phox inh	PGE2 EP2 inh	BaF3 parental	Furin inhibitor	PPC-1+TRAIL kill
49	CC(C)NC(=O)CCCOc1ccc(Cl)cc1Cl	-5	-2	2	-4	-1	19	6	-17[20 µM]	18
50	O=C(O)CC(Cc1ccccc1)c1ccc2c(c1)OCO2 (stereo unspecified)	-7	5	0	11	6	nt	4	0	7
51	CCc1c(C)nc2[nH]nc(NC(=O)C(F)(F)F)n2c1=O	-3	4	0	4	-3	6	5	-18	13
52	O=c1c2ccccc2nc(SCCN2CCOCC2)n1CCc1ccccc1	-10	-2	0	-3	16	7	11	-15	5
53	Cc1ccc(-n2c(SCc3ccc(C#N)cc3)nnc2-c2ccccn2)cc1	5	-1	1	3	-8	11	5	-24	1
54	O=C(C1CCN(c2ncnc3c2sc2cccc(F)c23)CC1)N1CCOCC1	-7	4	-1	-31	-13	12	8	-18	5
55	Cc1nnc(SCCCN2C(=O)c3ccccc3C2=O)o1	-7	8	-2	10	-4	5	1	-25	8
56	O=C(CCN1CCN(c2ccccc2)CC1)Nc1cccc(Br)c1	0	1	1	1	-13	14	4	-20	0
57	COc1ccccc1C/C(N)=N/OC(=O)COc1ccccc1C	-5	-3	-1	1	-2	11	-1	-11[20 µM]	nt

Entries from the list above with an aryl thioether with sulfur outside any ring (9):
#	Structure	RBBP9 inhibitor	p97 inhibitor	Ba/F3 V617F tox	Tb hexokinase	p47phox inh	PGE2 EP2 inh	BaF3 parental	Furin inhibitor	PPC-1+TRAIL kill
2	O=C(CSc1n[nH]c(=O)[nH]c1=O)NC1CC1	-2	-4	1	7	-1	0	7	-15	-1
4	O=C(CSc1nnc2ccccn12)NNC(=O)c1ccc([N+](=O)[O-])cc1	-6	6	-3	-19	-8	4	-6	-24	29
6	COCCNC(=O)CSc1nc2ccccc2c(=O)n1CC1CCCO1 (stereo unspecified)	-6	3	-2	4	-7	4	3	-34	12
28	CC(C)CNC(=O)CSc1nnc(-c2cccc(S(=O)(=O)N3CCCCC3)c2)o1	-1	0	-3	1	-8	11	0	-13[20 µM]	26
33	C=CCn1c(SCc2nc3ccccc3c(=O)[nH]2)nnc1-c1cc2cc(Cl)ccc2o1	-1	-3	-3	-19	-4	26	1	-29[20 µM]	27
39	COc1ccc(NCc2nnc(SCC(=O)Nc3cccc(C)c3)o2)cc1	-4	2	-3	-2	-13	13	2	-32	9
52	O=c1c2ccccc2nc(SCCN2CCOCC2)n1CCc1ccccc1	-10	-2	0	-3	16	7	11	-15	5
53	Cc1ccc(-n2c(SCc3ccc(C#N)cc3)nnc2-c2ccccn2)cc1	5	-1	1	3	-8	11	5	-24	1
55	Cc1nnc(SCCCN2C(=O)c3ccccc3C2=O)o1	-7	8	-2	10	-4	5	1	-25	8
